Screening results as filed in PubChem.
Lipid storage S3 = qHTS Assay for Lipid Storage Modulators in Drosophila S3 Cells | Potency in µM for hits, for the others lipid storage change, negative = inhibition, % at the top dose, mostly 46.1 µM | Drosophila S3 cells, BODIPY lipid droplet fluorescence, 18-24 h; cells fed with added oleic acid | 320,000 tested, 0.64% active; active = well fitted inhibition curve with a large enough effect in the signal ratio, with a control signal flat, not every such curve was filed as active; inconclusive = small, poorly fitted or top-dose-only effect, or effect the other way, or a change in a side signal; the % refers to the signal ratio
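Laser-scanning cytometry quantifies lipid droplet accumulation (500–530 nm total intensity; droplet/cell object ratio) in oleic acid-fed (400 uM added) Drosophila S3 cells treated with a concentration series. 20 uM Triacsin C defined 100% inhibition.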
Lipid storage S3 cell count max = recorded beside Lipid storage S3, whose call it bears; cell number change, %; measured here: cell count max response;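 cells counted by Cell Tracker Red CMTPX staining in the red channel; peak over a dose series mostly up to 46.1 µM; percent activity relative to internal control wells on each plate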
An asterisk follows results filed as active; i = inactive; ? = inconclusive; / = no result given; [ ] = remark or other dose. % is set by controls: 0 for no effect and ±100 for the full control effect; potency is the fitted concentration of half-maximal effect. Only part of the results is shown; count on the stated rates, not on these rows.

SMILES,Lipid storage S3,Lipid storage S3 cell count max
C#CCSC1=C(C#N)C(c2cccs2)C(C(=O)OCC)=C(C)N1 (stereo not drawn),?,/
O=C(Nc1cnn(Cc2ccccc2)c1)c1nc2ncccn2n1,?,/
CC1(C)CC(NCc2cccc([N+](=O)[O-])c2)CC(C)(C)N1,-23%,5
CCc1noc(C)c1C(=O)Nc1nc(-c2ccc(Cl)cc2Cl)cs1,?,/
Cc1ccccc1NC(=O)CN1CCOCC1,i,1
COc1ccc(C(NC(C)=O)c2c(O)ccc3ccccc23)cc1OC (stereo not drawn),-1%,-13
CCCCCOc1ccc(C(=O)NC(C(=O)O)C(C)C)cc1 (stereo not drawn),8%,8
COc1ccc(/C(C)=N/NC(=O)c2ccccc2OCc2ccccc2)c(OC)c1,?,/
CC1CC(CC(=O)Nc2nc(-c3ccccc3)cs2)C(=O)O1 (stereo not drawn),?,/
COc1ccc(C2=NN(C(=O)CSc3nnc(C)n3C)C(c3ccco3)C2)cc1 (stereo not drawn),?,/
CC(C)Cc1c(O)nc(SCC(=O)N2CCCCCC2)[nH]c1=O,?,/
CC(OC(=O)c1ccc(Cl)c(S(=O)(=O)N2CCCC2)c1)C(=O)NC1CCCCC1C (stereo not drawn),i[0.369 µM],-1
O=C(NN1C(=O)C2C3C=CC(O3)C2C1=O)c1cccc(Br)c1 (stereo not drawn),13%,8
Cc1ccc(S(=O)(=O)N2CCCC2CO)cc1 (stereo not drawn),?,/
O=C(NCCOc1ccccc1F)c1ccc2c(=O)n3c(nc2c1)CCC3,i,-3
C/C(CC(=O)Nc1ccccn1)=N\NC(=O)c1ccccc1,9%,9
CCCCCCn1c(N2CCN(c3ccccc3)CC2)nc2c1c(=O)n(C)c(=O)n2C,?,/
Cn1nnnc1SCC(=O)Nc1ccc(N2CCOCC2)cc1,?,/
O=C(OCCOc1ccccc1)c1n[nH]c2ccccc12,-4%,-24
COc1ccc(N2CC(C(=O)Nc3nccs3)CC2=O)cc1 (stereo not drawn),2%,4
CCCCN1C(=O)C2NN=C(C(=O)OC)C2C1=O (stereo not drawn),-3%,1
Cc1ccc(SCCNC(=S)Nc2ccc(C)c(C)c2)cc1,16%,16
CSc1ccc(/C=C/C(=O)OCC(=O)N2CCc3ccccc32)cc1,?,/
COc1ccc(C(=O)NC(=S)Nc2nc(C)c(C(=O)N(C)C)s2)cc1,i,26
COC(=O)[C@@H]1C[C@H]2CC[C@H](O)C[C@H]2N1Cc1ccccc1OS(=O)(=O)c1ccc(C)cc1,6%,-3
O=C(C=C1CCN(c2ncc(C(F)(F)F)cc2Cl)CC1)NNC(=O)Nc1ccccc1,?,/
CO[C@H]1C=CO[C@@]2(C)Oc3c(C)c(O)c4c(O)c(c(C=NN5CCN(C6CCCC6)CC5)c(O)c4c3C2=O)NC(=O)C(C)=CC=C[C@H](C)[C@H](O)[C@@H](C)[C@@H](O)[C@@H](C)[C@H](OC(C)=O)[C@@H]1C,?,/
COc1cccc(-c2nnc(N(C)C(=O)C3CCOC3)s2)c1 (stereo not drawn),?,/
Cc1ccc([N+](=O)[O-])cc1NC(=O)/C=C/C(=O)O,?,/
COc1ccc(CCNC(=O)[C@H](C)N2C(=O)N3CCc4c([nH]c5ccccc45)[C@@]3(C)C2=O)cc1,?,/
Cc1cc(C(=O)CSc2n[nH]c(N)n2)c(C)n1C1CC1,?,/
O=C1CSCN1c1ccc(Cl)cc1,16%,4
Cc1cc(NC(=O)CSCC(=O)Nc2ccc(C)c(C)c2)no1,?,/
CSc1nc2[nH]c3c(c2c2nnnn12)CCCC3,?,/
Cc1ccc(C)c(S(=O)(=O)Nc2cc(C)on2)c1,-13%,1
CN(C)S(=O)(=O)c1cccc(C(=O)Nc2cccnc2)c1,-7%,/
Cc1ccc(C(=O)/C=C/Nc2ccc([N+](=O)[O-])cc2Br)cc1,?,/
O=C(O)[C@@H]1CCCN1S(=O)(=O)c1cccc2cccnc12,?,/
Cc1ccc(N(C(=O)c2ccccn2)C(C(=O)NC2CCCCC2)c2ccncc2)cc1 (stereo not drawn),?,/
COc1ccc(/C=N/n2cncn2)cc1CSc1ccccn1,?,/
CCc1ccc(S(=O)(=O)c2nnn3c2nc(N2CCOCC2)c2ccccc23)cc1,i,-8
O=C(CC1C(=O)NCCN1Cc1ccoc1)NCCCn1ncc2ccccc21 (stereo not drawn),-20%,6
CC(C)c1nc(SCC(=O)c2c[nH]c3ccccc23)n[nH]1,-16%,6
CC(COc1ccccc1)N1CCC(CO)(Cc2ccccc2)CC1 (stereo not drawn),8%,8
Cc1nn(CC(=O)NC(C)C)c(C)c1[N+](=O)[O-],24%,17
Cc1ccc(NC(=O)Cn2nnc(-c3ccc4c(c3)OCO4)n2)cc1F,?,/
CC(C)(C)c1nnc2sc(SCC(=O)N3CCCc4ccccc43)nn2c1=O,11%,4
COc1ccc(CC(=O)Nc2ccc(C(=O)NCC(C)C)cc2)cc1,-5%,11
Cc1ccc(C(=O)NN2C(=O)C3C4C=CC([C@@H]3C2=O)C42CC2)cc1 (stereo partly drawn),?,/
C=CCN1C(=O)C2(OCCCO2)c2cc(CCCC)ccc21,-10%,6
Cn1cc(CN2CCCC(CNC(=O)c3ccc4c(c3)OCO4)C2)c2ccccc21 (stereo not drawn),13%,-1
O=c1c2ccccc2nc2n1CCS2(=O)=O,-23%,3
CCCCCCCc1n[nH]c(=S)n1Cc1ccccc1,?,/
CCc1nc2cc(Cl)c(Cl)cc2[nH]1,i,-12
CC(=O)c1cc2c(cc1NC(=O)CN1CCCCCC1)OCO2,5%,5
COc1cccc(NC(=O)N2CCN(S(C)(=O)=O)CC2)c1,?,/
NC(=O)NS(=O)(=O)Oc1ccccc1,?,/
Cc1cc(C)c2c(=O)n(-c3ccccc3)[nH]c2n1,?,/
Cc1ccc(OCC(=O)N/N=C\c2c(C)n(C)c3ccccc23)c([N+](=O)[O-])c1,?,/
CC(C)(C)c1cc(CNC2CS(=O)(=O)C[C@@H]2O)cc(C(C)(C)C)c1O (stereo partly drawn),?,/

(further entries)
SMILES,Lipid storage S3,Lipid storage S3 cell count max
COC(=O)c1ccc2c(c1)NC(=O)C(N1CCCCC1)S2 (stereo not drawn),?,/
COC(=O)c1c(C(=O)OC)c(-c2ccc(F)cc2)n2c1CS(=O)C2 (stereo not drawn),?,/
COc1cc(/C=C2\SC(=S)N(CCC(=O)NC3CCCC3)C2=O)cc(OC)c1OC,?,/
COC(=O)C1(C)NC(c2ccccc2C)C2C(=O)N(c3ccccc3)C(=O)C21 (stereo not drawn),?,/
Cc1ccc(C23CC4CC(CC(NC(=O)NC(C)(C)CO)(C4)C2)C3)cc1,?,/
O=C(CSC(=S)N1CCCC1)NCC(=O)Nc1ccccc1Br,?,/
CCOC(=O)C1CCN(S(=O)(=O)c2ccc3c(c2)NC(=O)CS3)CC1,i,-20
CC1(C)CC(=O)C2=C(C1)OC(c1cccs1)C(C#N)=C2N (stereo not drawn),?,/
N#CCSc1nnc(-c2ccccc2O)n1CCc1ccccc1,i,-15
COc1ccc(NC(=O)NCCCCc2ccccc2)cc1,i,-12
c1ccc(CN2CCN(c3nc(NCc4ccco4)c4ccccc4n3)CC2)cc1,?,/
CCN(CCO)Cc1csc2ccccc12,-6%,-5
Cc1cccc(C(=O)NCCc2csc(C)n2)c1,?,/
CCC(=O)NC(c1cccs1)c1cc([N+](=O)[O-])c2cccnc2c1O (stereo not drawn),10%,14
CCCCOCCCN1CC(=O)N2C(C)c3[nH]c4ccccc4c3C[C@H]2C1=O (stereo partly drawn),-4%,-7
CCOC(=O)C1(CCc2ccccc2)CCN(Cc2cnc(N(C)C)s2)CC1,?,/
Clc1ccc(Cl)c2sc(N3CCCC3)nc12,i,-11
Cc1ccc2cc(CN(CC3CCCO3)C(=O)NC3CCCCC3)c(=O)[nH]c2c1C (stereo not drawn),?,/
c1ccc2c(c1)C(=NC1CCCCC1)NC2=NC1CCCCC1,?,/
O=C1c2ccccc2C(=O)N1Cc1cc(Cl)c(O)c([N+](=O)[O-])c1,?,/
CCN(c1ccccc1)S(=O)(=O)c1nnc(NC(=O)C(C)C)s1,i,18
CCCc1nc2c(sc3nc4c(cc32)COC(C)(C)C4)c(=O)o1,?,/
CCC(=O)N1CCc2cc(S(=O)(=O)NC(C(=O)NCc3ccc(C)cc3)C(C)C)ccc21 (stereo not drawn),10%,-1
O=C(NCc1ccc(Cl)cc1)C1CCCN(S(=O)(=O)c2cnc[nH]2)C1 (stereo not drawn),?,/
Cc1ncoc1C(=O)N1CCc2c([nH]c3ccccc23)C1C(C)(C)C (stereo not drawn),-1%,-8
COc1c(C)cc(Br)cc1C(=O)Nc1ccccc1C,3%,-7
Cc1ccc(-c2nnn(CC(=O)N(CC3CCCO3)C(C(=O)NCC3CCCO3)c3ccc(F)cc3)n2)o1 (stereo not drawn),2%,12
COc1cnc(-c2ccccn2)nc1Oc1ccc(F)cc1F,?,/
N#CCCN(C(=O)COC(=O)CCNS(=O)(=O)c1ccccc1)c1ccccc1,?,/
Cn1c(CCNC(=O)c2ccc(Cl)c(Cl)c2)nnc1SCc1ccc(Cl)c(Cl)c1,?,/

Ordered by number of heavy atoms (largest number first): three of the compounds above
SMILES,Lipid storage S3,Lipid storage S3 cell count max
CCCCOCCCN1CC(=O)N2C(C)c3[nH]c4ccccc4c3C[C@H]2C1=O (stereo partly drawn),-4%,-7
COc1ccc(NC(=O)NCCCCc2ccccc2)cc1,i,-12
CCN(CCO)Cc1csc2ccccc12,-6%,-5

By substructure, the entries above with a COOH group.
SMILES,Lipid storage S3,Lipid storage S3 cell count max
CCCCCOc1ccc(C(=O)NC(C(=O)O)C(C)C)cc1 (stereo not drawn),8%,8
Cc1ccc([N+](=O)[O-])cc1NC(=O)/C=C/C(=O)O,?,/
O=C(O)[C@@H]1CCCN1S(=O)(=O)c1cccc2cccnc12,?,/

Going on with the list.
SMILES,Lipid storage S3,Lipid storage S3 cell count max
CC1CCC(C(C)C)C(OC(=O)Cn2c(-c3ccccc3)[n+](C)c3ccccc32)C1 (stereo not drawn),?,/
Cc1cc(C)c(C(=O)OCC(=O)NCc2cccs2)c(C)c1,?,/
CC(=O)Nc1ccc(C(F)(F)F)cc1Cl,-8%,-5
CCN(CC)CCn1c2c(c(SCC(=O)Nc3nccs3)nc1=O)CCCC2,-24%,-7
CCCc1ccc(C(C)NC(=S)NC2CCCCC2)cc1 (stereo not drawn),?,/
CS(=O)(=O)N1CCCC(C(=O)Nc2ccccc2)C1 (stereo not drawn),28%,1
O=C(c1ccc(Cl)c(Cl)c1)N1CCC(=O)N(C(COCc2ccccc2)Cc2ccccc2)CC1 (stereo not drawn),?,/
O=C(CSc1nnnn1-c1ccccc1)Nc1ccc(N2CCOCC2)cc1,21%,/
Cc1ccsc1C(=O)OCC(=O)NCc1ccc(Cl)cc1,?,/
CCn1ncc(C2=NOC(C(=O)Nc3c(C)n(C)n(-c4ccccc4)c3=O)C2)c1C (stereo not drawn),?,/
CCOc1ccc(CCNC(=O)c2nnn(CC(=O)Nc3ccc(OC)c(OC)c3)c2N)cc1OCC,?,/
CCCC(=O)Nc1nc(-c2ccc3c(c2)OCCO3)cs1,?,/
CCc1nc2ccccc2c(C(=O)OC2CCCCC2=O)c1C (stereo not drawn),?,/
CC1=C(c2ccccc2)C(=S)NC(C)(C)C1,?,/
COc1ccc(S(=O)(=O)N2c3ccccc3OCC2C)cc1 (stereo not drawn),?,/
CC1CCN(c2c(NCC3CCC(C(=O)NCCc4ccc(Cl)cc4)CC3)c(=O)c2=O)CC1 (stereo not drawn),?,/
CCn1c(SCC(=O)Nc2ccc(-c3nc4ccc(C)cc4s3)cc2)nnc1-c1ccccc1,-1%,-26
CC1CCN(S(=O)(=O)c2nnc(NC(=O)COc3ccccc3)s2)CC1,?,/

Some of the entries so far, field by field:
CCCC(=O)Nc1nc(-c2ccc3c(c2)OCCO3)cs1
  Lipid storage S3 = ?	Lipid storage S3 cell count max = /
CCc1nc2ccccc2c(C(=O)OC2CCCCC2=O)c1C (stereo not drawn)
  Lipid storage S3 = ?	Lipid storage S3 cell count max = /
CC1=C(c2ccccc2)C(=S)NC(C)(C)C1
  Lipid storage S3 = ?	Lipid storage S3 cell count max = /
COc1ccc(S(=O)(=O)N2c3ccccc3OCC2C)cc1 (stereo not drawn)
  Lipid storage S3 = ?	Lipid storage S3 cell count max = /
